Assay outcomes from PubChem BioAssay.
LMNA splice mod: changes lamin A minigene splicing in HeLa cells | HeLa LMNA splicing GFP/RFP minigene ratio, 48 h | Potency, µM (highest dose often 46.1 µM), inactives show at the highest dose ratio change, negative = inhibition, hits mostly inhibitors | 200,000 compounds, 0.01% hits; active means well fitted inhibition curve with a large enough effect in the signal ratio, with a control signal flat, not every such curve was filed as active; inconclusive means small, poorly fitted or top-dose-only effect, or effect the other way, or a change in a side signal; the % refers to the signal ratio; further: potency means the concentration at half of the fitted maximal effect; on the % scale 0 is the no-effect control and ±100 the full control effect
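S3 HeLa cells stably expressing lamin A-EGFP splicing minigene plus DsRed2, 600 cells/well, 48 h compound exposure at 37C. Laser-scanning cytometry; analysed as GFP (500-530 nm)/RFP (575-640 nm) total intensity ratio; 0.5% DMSO vehicle.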
HTT ATP protect: Huntington cell model cytoprotection by ATP luminescence; PC12 HTT-Q103 induced, cytoprotection, ATP luminescence, 40 h; Potency, µM (highest dose often 56.4 µM), inactives show cytoprotection (ATP increase), actives largely listed as activators; 230,000 compounds, 0.14% hits; AID 1471;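 further: potency means the concentration at half of the fitted maximal effect; % of control where 0% means no effect; nearly all actives have a fitted effect of over 45% in size; toxic huntingtin expression switched on by the ecdysone agonist tebufenozide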
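PC12 cells stably carrying ecdysone-inducible Htt exon 1 (Q103)–GFP were induced with 100 nM tebufenozide (final) alongside library compounds in a dose series. Cytoprotection was scored as retained ATP by ATPlite luminescence.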
CBFb RUNX1 block: inhibitors of human CBF-beta and RUNX1 interaction; AlphaScreen CBFb-His/RUNX1-biotin binding, biochemical; Potency, µM (top dose mostly 59.8 µM), for inactives: at the highest dose activity, negative = inhibition, most hits filed as inhibitors; 230,000 tested, under 10 active; AID 1477; further: % of control where 0% means no effect
Target sequence (Q01196 whole entry, looked up): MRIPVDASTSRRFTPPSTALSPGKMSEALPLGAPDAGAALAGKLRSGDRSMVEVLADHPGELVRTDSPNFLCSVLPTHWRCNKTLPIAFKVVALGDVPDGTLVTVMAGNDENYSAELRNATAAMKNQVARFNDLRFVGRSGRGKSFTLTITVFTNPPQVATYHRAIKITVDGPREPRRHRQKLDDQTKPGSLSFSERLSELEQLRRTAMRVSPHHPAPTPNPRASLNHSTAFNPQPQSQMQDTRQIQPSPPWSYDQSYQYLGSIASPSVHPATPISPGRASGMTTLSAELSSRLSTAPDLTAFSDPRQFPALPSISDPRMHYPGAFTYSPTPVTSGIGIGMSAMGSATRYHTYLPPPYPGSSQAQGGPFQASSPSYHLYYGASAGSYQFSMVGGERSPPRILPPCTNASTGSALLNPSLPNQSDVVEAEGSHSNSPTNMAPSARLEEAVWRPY
Target sequence (Q13951 whole entry, looked up): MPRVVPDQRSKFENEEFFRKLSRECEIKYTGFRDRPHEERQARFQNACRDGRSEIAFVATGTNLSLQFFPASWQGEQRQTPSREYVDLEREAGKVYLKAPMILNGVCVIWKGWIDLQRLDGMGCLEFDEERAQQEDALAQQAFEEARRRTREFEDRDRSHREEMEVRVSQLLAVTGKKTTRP
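Read-out: AlphaScreen. Format: His-CBF-beta with biotinylated RUNX1 (30 nM each) preincubated 20 min, compound 15 min, Ni-chelate plus streptavidin beads 90 min; room temperature throughout.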
GAA inhib: blocks human lysosomal alpha-glucosidase. 200,000 compounds, 0.005% hits. AID 1466. Potency, µM (top dose mostly 76.9 µM), inactives show top-dose activity change, negative = inhibition, actives largely listed as inhibitors. P10253. purified human GAA, 4-MU-alpha-glucoside fluorescence;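 further: potency means the concentration at half of the fitted maximal effect; plate controls were uninhibited enzyme wells for no effect and no-enzyme background for full effect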
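AC50 values come from Hill fits of compound titrations (up to 77 uM) against 4 nM human enzyme. Substrate 4-methylumbelliferyl-alpha-D-pyranoside at 400 uM, pH 5.0 citrate buffer, 20 min room temperature; fluorescence Ex 365/Em 440 after alkaline stop.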
aGlu spleen mod: inhibits or activates alpha-glucosidase in human spleen homogenate. P10253. human spleen homogenate, 4-MU-alpha-glucoside fluorescence. Potency, µM (highest dose often 79.9 µM), for the others: at the highest dose activity change, negative = inhibition, most hits filed as inhibitors. 240,000 compounds, 0.006% hits. AID 2112;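 further: potency means the concentration at half of the fitted maximal effect; 0% = enzyme with vehicle and -100% = no enzyme basal signal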
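Human spleen homogenate (1 ug) incubated with compounds and 1 mM 4-methylumbelliferyl-alpha-D-glucopyranoside in pH 5.0 citrate/phosphate buffer, 37 C, 40 min. Stopped at pH 10; 4-MU fluorescence (Ex 365/Em 440 nm); AC50 by Hill fit.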
HttQ103 aggreg: mutant huntingtin aggregation inhibition; PC12 HttQ103-GFP aggregates, Acumen cytometry, 40 h; Potency, µM (highest dose often 46.1 µM), without a hit: at the top dose activity change, negative = inhibition, actives largely listed as inhibitors; 220,000 compounds, 1.1% hits; AID 1688; further: potency means the concentration at half of the fitted maximal effect; on the % scale 0 is the no-effect control and ±100 the full control effect; nearly all actives have a fitted effect of over 60% in size
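Read-out: GFP aggregate count by laser scanning cytometer (488 nm excitation, 500-530 nm emission, 1–25 µm objects >6 SD above background). Cells: PC12, inducible HTTex1-Q103-GFP, 100 nM tebufenozide; compounds titrated.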
GAA glycogen mod: GAA glycogen-cleavage inhibition or activation | 300,000 compounds, 0.38% hits | recombinant GAA, glycogen substrate, Amplex Red glucose oxidase fluorescence | AID 2100 | P10253 | Potency, µM (series often up to 76.4 µM), for inactives: at the highest dose activity change, negative = inhibition, usual class: inhibitors;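 further: potency means the concentration at half of the fitted maximal effect; 0% = full enzyme reaction and -100% = no-enzyme basal signal; the screen sought inhibitors and activators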
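Recombinant human alpha-glucosidase (4 nM final) hydrolysed bovine liver glycogen (30 ug) for 40 min at 37 C in pH 5.0 citrate/phosphate with 0.01% Tween-20. Released glucose detected by glucose oxidase/Amplex Red, Ex 573/Em 610 nm. Compounds up to 77 uM; AC50 from Hill fits.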
* hit, by the source's call; [ ] = remark or other dose. Unless noted, the call rests on the fitted dose curve; in most records, active means well fitted curve in the direction sought with a large enough effect; inconclusive means small, poorly fitted or top-dose-only effect, or another doubt; inactive means no such curve, though single readings can be large; an effect the other way counts as inactive or inconclusive.

`CCOC(=O)c1cnc(SC)nc1NCCOC` gave HTT ATP protect 21%, CBFb RUNX1 block 2%, GAA inhib 8%, aGlu spleen mod -4%, HttQ103 aggreg -26% and GAA glycogen mod -24%.
For CC1CCN(CC(=O)Nc2cccc(C(=O)Nc3cccc(C(F)(F)F)c3)c2)CC1 the results were LMNA splice mod inconclusive, HTT ATP protect -12%[10 µM], CBFb RUNX1 block 14%, GAA inhib -9%, aGlu spleen mod 2%, HttQ103 aggreg -15% and GAA glycogen mod 10%.
Screening CCCC(=N)C1=C(O)CC(CC(C)SCC)CC1=O (stereo not drawn) returned LMNA splice mod 1%, HTT ATP protect -3%, CBFb RUNX1 block 5%, GAA inhib -1%, aGlu spleen mod -1%, HttQ103 aggreg -10% and GAA glycogen mod -2%.
O=C(NCCN1CCCCCC1)C1CCN(S(=O)(=O)N2CCOCC2)CC1 was read as LMNA splice mod 1%, HTT ATP protect -1%[10 µM], CBFb RUNX1 block 7%, GAA inhib 1%, aGlu spleen mod -4%, HttQ103 aggreg -4% and GAA glycogen mod 9%.
Screening CC1CCCC(C)N1C(=O)COc1ccccc1F (stereo not drawn) returned LMNA splice mod 5%[46 µM], CBFb RUNX1 block 3%, GAA inhib -6%, aGlu spleen mod 3% and GAA glycogen mod -9%.
For Oc1ccccc1N=Nc1ccccc1O the results were LMNA splice mod inconclusive, HTT ATP protect -63%[inhibitor][10 µM], GAA inhib -1%, aGlu spleen mod 0%, HttQ103 aggreg inconclusive and GAA glycogen mod 8%.
Screening C=CCNC(=O)c1onc(CSc2cccc(C)c2)c1C(=O)O returned LMNA splice mod inconclusive, HTT ATP protect 3%, CBFb RUNX1 block 2%, GAA inhib 2%, aGlu spleen mod -7%, HttQ103 aggreg -8% and GAA glycogen mod -6%.
O=C(CSc1ncn(-c2ccccc2)n1)Nc1nc(-c2ccccc2)cs1 was read as LMNA splice mod -2%, HTT ATP protect 9%[10 µM], CBFb RUNX1 block 6%, GAA inhib -6%, aGlu spleen mod 7%, HttQ103 aggreg 17% and GAA glycogen mod 8%.
`CC(C)CNC(=O)C1c2ccccc2Oc2ccccc21` gave HTT ATP protect -4%[10 µM], CBFb RUNX1 block 12%, GAA inhib 10%, aGlu spleen mod -2%, HttQ103 aggreg -11%[9.22 µM] and GAA glycogen mod 17%.
O=C1C2C3C=CC(C4CC34)C2C(=O)N1/N=C/c1c[nH]c2ccccc12 (stereo not drawn) was read as HTT ATP protect -54%[inhibitor][10 µM], CBFb RUNX1 block 1%, GAA inhib 13%, aGlu spleen mod 2%, HttQ103 aggreg -2% and GAA glycogen mod 5%.
For O=C(COC(=O)c1cc[n+]([O-])cc1)NCC12CC3CC(CC(C3)C1)C2 the results were LMNA splice mod 8%, HTT ATP protect 5%, CBFb RUNX1 block 0%, GAA inhib 5%, aGlu spleen mod -9%, HttQ103 aggreg 12% and GAA glycogen mod 1%.
For Cc1ccc(C)c(NC(=S)c2nc3ccccc3s2)c1 the results were LMNA splice mod -13%, HTT ATP protect 7%[10 µM], CBFb RUNX1 block inconclusive, GAA inhib -3%, aGlu spleen mod 1%, HttQ103 aggreg 25% and GAA glycogen mod -3%.
Screening COc1ccc(NC(=O)c2cc(=O)[nH]c(=O)[nH]2)cc1S(=O)(=O)Nc1ccccc1Cl returned LMNA splice mod -2%[9.22 µM], HTT ATP protect -32%, CBFb RUNX1 block 16%, GAA inhib -1%, aGlu spleen mod -14%, HttQ103 aggreg 21% and GAA glycogen mod -6%.
For Cc1c(NC(=O)CCSc2ccc(Cl)cc2)c(=O)n(-c2ccccc2)n1C the results were LMNA splice mod -7%, HTT ATP protect 34%, CBFb RUNX1 block 1%, GAA inhib 0%, aGlu spleen mod -2%, HttQ103 aggreg 29%[1.84 µM] and GAA glycogen mod -7%.
`CCc1ccc(NC(=O)CC2C(=O)N(c3ccc(C)cc3)C(=O)N2C2CC2)cc1` (stereo not drawn) gave HTT ATP protect -9%, CBFb RUNX1 block 10%, GAA inhib 5%, aGlu spleen mod -2%, HttQ103 aggreg 0% and GAA glycogen mod 11%.

The list goes on; it opens with the 2 that closed the last part.
For Cc1c(NC(=O)CCSc2ccc(Cl)cc2)c(=O)n(-c2ccccc2)n1C the results were LMNA splice mod -7%, HTT ATP protect 34%, CBFb RUNX1 block 1%, GAA inhib 0%, aGlu spleen mod -2%, HttQ103 aggreg 29%[1.84 µM] and GAA glycogen mod -7%.
`CCc1ccc(NC(=O)CC2C(=O)N(c3ccc(C)cc3)C(=O)N2C2CC2)cc1` (stereo not drawn) gave HTT ATP protect -9%, CBFb RUNX1 block 10%, GAA inhib 5%, aGlu spleen mod -2%, HttQ103 aggreg 0% and GAA glycogen mod 11%.
Screening O=C(c1ccccc1)C(CCC(CN1CCOCC1)C(=O)c1ccccc1)CN1CCOCC1 (stereo not drawn) returned LMNA splice mod inconclusive, HTT ATP protect -94%[inhibitor], CBFb RUNX1 block 3%, GAA inhib -9%, aGlu spleen mod 1%, HttQ103 aggreg inconclusive and GAA glycogen mod 3%.
`CCc1ccc(C(=O)COC(=O)c2nn(C)c(=O)c3ccccc23)cc1` gave LMNA splice mod -13%[46 µM], HTT ATP protect -10%, CBFb RUNX1 block 22%, GAA inhib -2%, aGlu spleen mod -8%, HttQ103 aggreg -17% and GAA glycogen mod -5%.
For COC(=O)c1ccc2nc(Nc3nc4ccc(F)cc4s3)sc2c1 the results were LMNA splice mod inconclusive, HTT ATP protect -13%[10 µM], CBFb RUNX1 block 12%, GAA inhib inconclusive, aGlu spleen mod -2%, HttQ103 aggreg inconclusive and GAA glycogen mod -5%.
For O=P(O)(CN1CCCCCC1)C1Cc2ccccc2C1 the results were HTT ATP protect -19%[10 µM], CBFb RUNX1 block 3%, GAA inhib 5%, aGlu spleen mod 1%, HttQ103 aggreg -6%[9.22 µM] and GAA glycogen mod 10%.
OC1CCN(C(c2ccc3ncccc3c2)c2nnnn2C2CCCCC2)CC1 (stereo not drawn) was read as LMNA splice mod -2%, HTT ATP protect 15%, CBFb RUNX1 block 5%, GAA inhib -10%, aGlu spleen mod -3%, HttQ103 aggreg 9% and GAA glycogen mod 7%.
`CN(C(=S)NC(=O)CCCOc1ccc(Cl)cc1Cl)c1ccccc1` gave LMNA splice mod 35%, HTT ATP protect -23%, CBFb RUNX1 block 2%, GAA inhib inconclusive, aGlu spleen mod -1%, HttQ103 aggreg 4% and GAA glycogen mod -10%.
Screening C=CCSC1=N/C(=C/c2ccsc2)C(=O)N1c1ccccc1 returned LMNA splice mod -11%, HTT ATP protect -7%[10 µM], CBFb RUNX1 block inconclusive, GAA inhib 1%, aGlu spleen mod -1%, HttQ103 aggreg 0% and GAA glycogen mod 8%.
`COCCCn1c(Cc2csc(Nc3cccc(Cl)c3)n2)nnc1SCC(=O)OC` gave LMNA splice mod 8%, HTT ATP protect -4%[10 µM], CBFb RUNX1 block -4%, GAA inhib 3%, aGlu spleen mod 3%, HttQ103 aggreg -16% and GAA glycogen mod -9%.
Screening Cc1ccc(-n2c3c(cc(C(=O)NC4CCSC4=O)c2=O)C(=O)CCC3)cc1 (stereo not drawn) returned LMNA splice mod -5%, HTT ATP protect 2%, CBFb RUNX1 block 0%, GAA inhib -12%, aGlu spleen mod 5%, HttQ103 aggreg 14% and GAA glycogen mod 5%.
`COc1ccc(C(=O)N/N=C/C(C)c2ccccc2)cc1OC` (stereo not drawn) gave LMNA splice mod 4%, HTT ATP protect 13%, CBFb RUNX1 block 7%, GAA inhib -2%, aGlu spleen mod 2%, HttQ103 aggreg -11% and GAA glycogen mod -29%.
`COc1cccc(C2CC(c3ccccc3)n3ncnc3N2)c1` (stereo not drawn) gave LMNA splice mod 3%, HTT ATP protect -18%, CBFb RUNX1 block -3%, GAA inhib -2%, aGlu spleen mod 9%, HttQ103 aggreg -9% and GAA glycogen mod -15%.
Screening O=S(=O)(NCc1ccccc1)c1ccc(S(=O)(=O)N2CCCCC2)cc1 returned LMNA splice mod -1%, HTT ATP protect -1%, CBFb RUNX1 block 4%, GAA inhib 3%, aGlu spleen mod -7%, HttQ103 aggreg 5% and GAA glycogen mod 3%.
For CCOC(=O)C1CCCN(c2c(NCCN3CCCCC3C)c(=O)c2=O)C1 (stereo not drawn) the results were LMNA splice mod 2%, HTT ATP protect 28%[10 µM], CBFb RUNX1 block 16%, GAA inhib -2%, aGlu spleen mod -3%, HttQ103 aggreg 4% and GAA glycogen mod 2%.
For Clc1cccc(CSc2nnc([C@@H]3CCCN3)o2)c1 the results were LMNA splice mod 2%, HTT ATP protect -15%, CBFb RUNX1 block 1%, GAA inhib -1%, aGlu spleen mod 2%, HttQ103 aggreg -19% and GAA glycogen mod -4%.
Screening O=C(Nc1nc2ccccc2n1CCOc1ccc(Cl)cc1)c1ccco1 returned LMNA splice mod inconclusive, HTT ATP protect -6%, CBFb RUNX1 block -1%, GAA inhib -3%[15.4 µM], aGlu spleen mod -2%, HttQ103 aggreg inconclusive and GAA glycogen mod -4%.
Cc1cc(C)n(CC(O)Cn2c3ccc(Br)cc3c3cc(Br)ccc32)c(=O)n1 (stereo not drawn) was read as LMNA splice mod inconclusive, HTT ATP protect -2%[10 µM], CBFb RUNX1 block -9%, GAA inhib -6%, aGlu spleen mod -10%, HttQ103 aggreg inconclusive and GAA glycogen mod -5%.
For O=C1c2ccccc2CN1CCSC(=S)N1CCSCC1 the results were HTT ATP protect -45%[inhibitor], CBFb RUNX1 block -8%, GAA inhib 6%, aGlu spleen mod 0%, HttQ103 aggreg 1% and GAA glycogen mod 7%.
`Cc1ccc(NC(=O)CCC(=O)N/N=C/C=C/c2ccccc2)cc1` gave LMNA splice mod -7%, HTT ATP protect 10%[10 µM], CBFb RUNX1 block 0%, GAA inhib -3%, aGlu spleen mod 0%, HttQ103 aggreg 4% and GAA glycogen mod 3%.
`COc1cc(/C=C2/C(=O)NN(c3ccc(Cl)cc3)C2=O)ccc1OC(=O)c1ccco1` gave LMNA splice mod -2%, CBFb RUNX1 block -14%, GAA inhib -12%, aGlu spleen mod -6%, HttQ103 aggreg 20% and GAA glycogen mod -1%.
CCOC(=O)N/N=C/C=C/c1ccccc1[N+](=O)[O-] was read as LMNA splice mod -13%[46 µM], HTT ATP protect 0%, CBFb RUNX1 block 9%, GAA inhib 1%, aGlu spleen mod -8%, HttQ103 aggreg -3% and GAA glycogen mod 10%.
